GPR55 activation: selective activators of receptor GPR55 – imaging, U2OS cells, beta-arrestin-GFP redistribution, primary screen (AID 1961) | U2OS GPR55 beta-arrestin-GFP redistribution imaging; higher % means a stronger effect | activation, % at 10 µM, or EC50 in µM where a hit was titrated | actives 0.048% (n = 290,000);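 active = activation above 40% with more than 50 cells counted in the well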;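 also: U2OS osteosarcoma cells stably expressing GPR55 and beta-arrestin-GFP; plate controls were DMSO negative control for no effect and LPI positive control for full effect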
M1AAP inhibition: P. falciparum M1AAP inhibitors, biochemical, fluorogenic H-Leu-NHMec substrate, 1536-well (AID 1445); actives 0.42% (n = 220,000); recombinant M1AAP, H-Leu-NHMec fluorogenic kinetic assay; higher % means a stronger effect; inhibition, % at 30 µM; hits with a dose series show IC50 in µM;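 active = primary inhibition above the hit cutoff, then over 50% inhibition at one or more dose response concentrations, cut at about 23% in these data, passing the limit was not always enough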;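 also: plate controls were DMSO full reaction for no effect and no enzyme background for full effect; strong numbers were not always called active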
AID2073: inhibitors of Mint1-CaV2.2 protein interaction, biochemical, HTRF (AID 2073). one-dose inhibition, % at 20 µM; IC50 in µM for titrated hits. actives 0.19% (n = 290,000). HTRF protein-protein interaction, Mint1-CaV2.2; higher % means a stronger effect; in the data active = inhibition mostly above about 51%, no sharp cut-off; also: some results filed as inactive read as strong as hits
NOD2 inhibition: NOD2 signaling inhibitors, cell-based, luminescence, uHTS, HEK293 (AID 1566) | actives 0.63% (n = 290,000) | HEK293 NOD2/NF-kB luciferase reporter, luminescence; higher % means a stronger effect | one-dose inhibition, % at 4 µM; EC50 in µM for titrated hits; also: many of its hits are not listed in these tables
M17LAP inhibition: P. falciparum M17LAP inhibitors, primary screen, biochemical, fluorogenic H-Leu-NHMec substrate, 1536-well (AID 1619). recombinant M17LAP, H-Leu-NHMec fluorogenic kinetic assay; higher % means a stronger effect. inhibition, % at 30 µM; hits with a dose series show IC50 in µM. actives 0.38% (n = 220,000);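 active = compound inhibiting the enzyme by more than half at any dose during confirmatory dose-response retesting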;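 also: plate controls were full reaction with DMSO carrier for no effect and no enzyme background for full effect; strong numbers were not always called active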
Dynein cargo inh: blocks dynein driven cargo transport along microtubules. actives 0.47% (n = 220,000). 3617.4 mouse cells, GR-EGFP nuclear translocation imaging; test concentration mostly 20 µM; stimulated with dexamethasone, 1 µM; active compounds read low. z-score, hits read low;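 active = plate z-score of nuclear minus cytoplasmic receptor signal below a set negative limit, without overly bright fluorescence or cell loss, cut at about -3.5 in these data, passing the limit was not always enough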;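 also: z-score of nuclear minus cytoplasmic ring GR-EGFP intensity difference per well; some compounds called inactive have numbers as strong as hits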
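Buffer or medium: tet-free medium with charcoal-stripped serum / Also added: dexamethasone agonist, 1.0 µM final, for 30 min / Timing: induction 48 h, compound 1 h, agonist 30 min / Measured by: high-content fluorescence imaging after fixation / Read-out: nuclear-to-cytoplasmic GR-EGFP distribution per well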
KOR beta-arrestin-1: KOR agonists, beta-arrestin recruitment, primary screen, cell-based, luminescence, uHTS (AID 1777) | KOR beta-arrestin recruitment, luminescence; higher % means a stronger effect | one-dose activation, % at 10 µM; EC50 in µM for titrated hits | actives 0.02% (n = 280,000); in the data active = activation above about 50%, passing the limit was not always enough; also: a part of the inactive calls stands beside numbers as strong as those of hits
KOR beta-arrestin-2: kappa opioid receptor blockers – cell-based, luminescence, uHTS (AID 1778); KOR beta-arrestin recruitment, luminescence, antagonist mode; higher % means a stronger effect; inhibition, % at 10 µM, or IC50 in µM where a hit was titrated; actives 0.091% (n = 290,000); also: strong numbers were not always called active
NOD1 NF-kB reporter: inhibition of NOD1-driven NF-kB reporter – cell-based, luminescence, uHTS, primary screen (AID 1578); inhibition, % at 4 µM, or EC50 in µM where a hit was titrated; actives 1% (n = 290,000); NOD1-driven NF-kB luciferase reporter cells, luminescence; higher % means a stronger effect; in the data active = inhibition mostly above about 36%, no sharp cut-off; inactive = mostly below about 34%;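 also: HEK-293T reporter cells stimulated with the NOD1 agonist gamma-tri-DAP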
Dynein cargo inh cytoplasmic EGFP: recorded beside Dynein cargo inh, whose call it bears; z-score; measured here: cytoplasmic GR-EGFP intensity; active compounds read high
Dynein cargo inh nuclear GR-EGFP: recorded beside Dynein cargo inh, whose call it bears; z-score; measured here: nuclear GR-EGFP intensity;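 lower value marks the stronger effect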
Dynein cargo inh cell count: further read-out of Dynein cargo inh, marked with its call; z-score; measured here: cell count per field
Numbers without * were called inactive; nt = no result given; [ ] = another dose, or the depositor's remark. Rule as the data show it, unless noted: active = inhibition above about 50%; inactive = the rest. A portion of the library; count on the stated rates, not on these rows.

SMILES	GPR55 activation	M1AAP inhibition	AID2073	NOD2 inhibition	M17LAP inhibition	Dynein cargo inh	Dynein cargo inh cytoplasmic EGFP	Dynein cargo inh nuclear GR-EGFP	Dynein cargo inh cell count	KOR beta-arrestin-1	KOR beta-arrestin-2	NOD1 NF-kB reporter
Cc1ccc(C(=O)NC2CCCN(c3ccc(C(F)(F)F)cn3)C2)cn1 (stereo not drawn)	-0.1%	nt	4%	15%	nt	nt	nt	nt	nt	4.1%	-8%	-16%
CCC(=O)c1ccc(OCC(=O)NCCC2=CCCCC2)c(OC)c1	-0.1%	nt	-4%	22%	nt	nt	nt	nt	nt	5.3%	-35%	-20%
Cn1nc(-c2ccccc2)cc1NC(=O)Nc1ccccc1F	-0.2%	4%	12%	-74%	11%	1	-0.17	0.84	-0.66	3.5%	-21%	7%
c1ccc(Cn2c(-c3cccs3)nc3nc4ccccc4nc32)cc1	0.0%	7%	8%	1%	-12%	-0.9	-0.14	-0.49	0.51	66%*	1%	-10%
Cn1cc([N+](=O)[O-])c(C(=O)NNC(=O)c2ccc([N+](=O)[O-])cc2)n1	0.1%	2%	1%	1%	7%	-0.37	-0.23	-0.18	0.14	-3.0%	-3%	-30%
Cc1ccccc1-n1ncc2c1CC(C)(C)CC2NC(=O)CSc1ccncc1 (stereo not drawn)	-0.1%	nt	7%	13%	nt	nt	nt	nt	nt	3.3%	9%	8%
Cc1cccc(NC(=O)CSc2n[nH]c(-c3cccnc3)n2)c1	-0.4%	nt	-2%	5%	nt	nt	nt	nt	nt	3.6%	-60%	-8%
O=S(=O)(c1ccccc1)N1CCN(c2nnc(-c3ccccc3)c3ccccc23)CC1	0.6%	0%	-2%	24%	-9%	1.4	-0.18	0.65	-0.5	0.9%	42%	19%
CC(NC(=O)Cc1ccccc1[N+](=O)[O-])c1ccccc1 (stereo not drawn)	0.4%	1%	3%	-6%	14%	1	-0.11	1.2	-1.6	-3.3%	11%	-37%
COc1ccc(CCN(Cc2cc3cc(C)ccc3[nH]c2=O)C(C)=O)cc1OC	-0.2%	0%	-1%	-15%	7%	-0.34	-0.049	-0.27	-0.93	5.8%	-33%	-45%
O=C(NC1CCCC1)C1CCN(c2cnccn2)CC1	-0.1%	3%	0%	6%	3%	0.83	-0.2	0.45	-0.52	nt	5%[20 µM]	-27%
O=C(CN(Cc1ccccc1Cl)C(=O)c1ccc(CN2CCOCC2)o1)NCc1ccccc1	-0.2%	4%	0%	1%	1%	0.27	0.1	0.17	-0.51	1.5%	-20%	-9%
O=C(CCN1C(=O)COc2ccccc21)N1CCCCC1	-0.1%	5%	-3%	1%	2%	0.37	0.26	0.39	-0.22	-3.0%	17%	-8%
C#CC1(NC(=O)NC(=O)c2c(F)cccc2F)CCCCC1	-0.1%	0%	-3%	20%	-1%	-0.017	-0.27	-0.23	0.62	5.1%	10%	1%
CCOC(=O)CCNC(=O)Nc1ccc2nc(C)n(Cc3ccc(Cl)cc3)c(=O)c2c1	-0.3%	-3%	3%	2%	2%	-0.68	-0.18	-0.057	-0.14	4.6%	-49%	-12%
O=C(O)/C=C/c1cccc(NS(=O)(=O)c2ccccc2)c1	-0.2%	9%	8%	3%	26%	-0.058	-0.21	0.066	-0.44	0.3%	20%	-12%
NC(=S)N=Nc1c(O)n(C2OC(=O)c3ccccc32)c2ccccc12 (stereo not drawn)	-0.3%	10%	8%	-10%	2%	2	0.074	0.81	-1.1	1.1%	-8%	-44%
O=C(C1CCCO1)N1CCN(C(=S)Nc2ccc(Cl)c(Cl)c2)CC1 (stereo not drawn)	0.3%	-2%	-37%	10%	-5%	-0.81	-0.14	-0.28	-0.0011	1.1%	3%	5%
[N-]=[N+]=NC1C[C@H](n2ccc(=O)[nH]c2=O)O[C@@H]1CO (stereo partly drawn)	-0.2%	-2%	-2%	9%	-11%	-0.15	-0.24	0.11	0.73	0.9%	-33%	-16%
CCc1cc(=O)oc2c3c(cc(OCC(=O)NCc4cccnc4)c12)OC(C)(C)CC3	-0.2%	nt	34%	6%	nt	nt	nt	nt	nt	5.4%	-9%[20 µM]	0%
COc1ccccc1/C=N\NC(=O)c1c(C)nc2ccc(Cl)cn12	-0.1%	nt	0%	-2%	nt	nt	nt	nt	nt	-7.3%	8%[20 µM]	-26%
CNC(=O)C(NC(=O)CNC(=O)c1ccc(Cl)cc1)C(C)(C)C (stereo not drawn)	-0.1%	5%	-2%	13%	3%	-0.36	-0.28	-0.21	0.83	-5.6%	5%[20 µM]	-9%
CCOc1cccc(CNCc2cccnc2)c1OCc1ccccc1	-0.1%	-1%	-7%	8%	3%	-0.76	-0.27	-0.44	0.55	nt	4%[20 µM]	-23%
O=C(O)C1CCCCC1C(=O)NC1C2CC3CC(C2)CC1C3 (stereo not drawn)	-0.1%	nt	10%	19%	nt	nt	nt	nt	nt	8.4%	12%[20 µM]	60%
COc1cc2[nH]c(=S)n(CCN3CCOCC3)c(=O)c2cc1OC	-0.2%	-3%	-23%	-5%	19%	-0.65	-0.29	-0.45	0.15	-0.5%	28%	nt
CC(Sc1ccsc1[N+](=O)[O-])C(=O)NCc1ccccc1 (stereo not drawn)	0.0%	3%	-6%	-1%	10%	-0.022	-0.22	-0.25	0.092	-3.7%	-6%	-23%
COc1ccccc1-c1ccc(SCC(=O)NC2CCCCC2)nn1	-0.2%	nt	-2%	14%	nt	nt	nt	nt	nt	4.9%	-22%	-13%
CCCCNC(=O)N1CCOCCOCCN(C(=O)NCCCC)CCOCCOCC1	-0.1%	14%	38%	-6%	-6%	0.85	-0.27	0.6	-0.16	-1.9%	4%	-37%
C[C@H](NC(=O)[C@H]1N2C(=O)c3ccccc3C2SC1(C)C)C(=O)NCc1ccncc1 (stereo partly drawn)	-0.2%	nt	6%	3%	nt	nt	nt	nt	nt	4.0%	13%	-24%
COc1ccccc1NC(=O)CN(c1ccc([N+](=O)[O-])cc1)S(=O)(=O)c1ccccc1	0.3%	5%	1%	11%	-4%	0.66	-0.21	0.6	-0.64	-5.5%	-21%	11%

An excerpt from above with just KOR beta-arrestin-2.
SMILES,KOR beta-arrestin-2
CCCCNC(=O)N1CCOCCOCCN(C(=O)NCCCC)CCOCCOCC1,4%
O=C(C1CCCO1)N1CCN(C(=S)Nc2ccc(Cl)c(Cl)c2)CC1 (stereo not drawn),3%
COc1ccccc1-c1ccc(SCC(=O)NC2CCCCC2)nn1,-22%
COc1ccccc1NC(=O)CN(c1ccc([N+](=O)[O-])cc1)S(=O)(=O)c1ccccc1,-21%

Later entries
SMILES	GPR55 activation	M1AAP inhibition	AID2073	NOD2 inhibition	M17LAP inhibition	Dynein cargo inh	Dynein cargo inh cytoplasmic EGFP	Dynein cargo inh nuclear GR-EGFP	Dynein cargo inh cell count	KOR beta-arrestin-1	KOR beta-arrestin-2	NOD1 NF-kB reporter
CCn1nc(C(=O)OCc2c(C)noc2C)c2ccccc2c1=O	0.7%	0%	2%	-1%	-6%	0.96	-0.08	0.97	-1.5	-1.7%	9%	-18%
CC(=O)Nc1ccc(S(=O)(=O)/N=C2/NC(=O)/C(=C\c3ccco3)S2)cc1	0.2%	22%	22%	10%	42%	-0.15	-0.2	-0.22	0.68	-3.4%	5%	-27%
Cc1cc(C)c(C#N)c(N2CCN(CCOc3ccc(Cl)cc3)CC2)n1	-0.1%	4%	2%	-3%	-15%	-0.36	2.5	0.61	-0.75	10%	-57%	-18%
CCN(CC)CCCNC(=O)CCc1ccccc1	0.3%	-1%	16%	-4%	-1%	-0.28	-0.19	-0.059	0.69	-2.9%	3%	-1%
O=C(CSc1cn(CC(=O)N2CCCCC2)c2ccccc12)NCC1CCCO1 (stereo not drawn)	-0.4%	10%	-15%	-8%	6%	-0.4	-0.19	-0.51	0.13	-2.3%	4%	-22%
COc1ccc(OC)c(CN2CCN(C(=O)c3cccs3)CC2)c1	0.7%	6%	-6%	6%	13%	-0.21	-0.23	-0.007	0.35	-4.6%	3%	-11%
Cc1ccc(N2C(=O)NC(NC(=O)C(C)(C)C)(C(F)(F)F)C2=O)cc1C (stereo not drawn)	-0.3%	5%	-4%	9%	-7%	-0.56	-0.3	-0.58	0.6	-0.1%	27%	-20%
CCOC(=O)N1CCN(C(=S)NC(C)(C)C)CC1	-0.4%	0%	-7%	18%	-5%	-0.73	-0.21	-0.16	-0.67	-0.8%	-11%	-64%
CCOc1ncccc1C(=O)NCCc1ccc(OC)cc1	-0.3%	nt	2%	-12%	nt	nt	nt	nt	nt	3.6%	-22%	-18%
CN(C)C(=O)C1Cc2ccccc2CN1S(=O)(=O)c1ccc(F)cc1 (stereo not drawn)	-0.3%	nt	13%	15%	nt	nt	nt	nt	nt	1.8%	-33%[20 µM]	-15%
COC(=O)CSc1nc(-c2ccc(C)cc2)c2c(c1C#N)CCCC2	-0.1%	0%	4%	9%	3%	-1.3	0.66	-0.37	0.91	5.9%	-28%	8%
CC(=O)c1cc(C(C)=O)c(C)nc1C	0.0%	6%	-9%	12%	-2%	-0.18	-0.33	0.031	0.44	0.9%	-23%	-5%
O=C(COC(=O)c1cccnc1Cl)c1ccc(F)cc1	0.1%	3%	-6%	2%	-1%	-0.49	-0.3	-0.25	0.39	-2.5%	-13%	-30%
COc1ccccc1NC(=S)N1CCN(Cc2ccccc2)CC1	0.2%	-5%	-35%	8%	-6%	1.3	-0.26	0.73	-0.064	6.9%	-26%	-30%
O=C(CSC1=NCCS1)NC1CCCCC1	0.2%	21%	1%	-2%	-11%	-0.31	-0.13	0.17	-0.48	0.7%	15%	-19%
CN(Cc1cnn(C)c1)Cc1nc(C(c2ccccc2)c2ccccc2)no1	0.0%	0%	-2%	0%	-2%	0.17	-0.25	0.25	0.11	3.6%	-30%	-9%
COCCCNCC(=O)Nc1ccc(OC(F)(F)F)cc1	0.3%	5%	13%	8%	-14%	1	-0.24	0.82	0.17	0.6%	2%	-26%
COc1ccc(Cn2c(SCC#N)nc3ccc(N4CCOCC4)cc3c2=O)cc1	0.1%	3%	50%	-24%	-4%	1.5	0.16	0.91	-1.1	-1.6%	-12%	-31%
Cn1nnnc1SCC(=O)Nc1ccccc1C(N)=O	-0.1%	0%	6%	-6%	-1%	1	-0.31	0.95	-0.5	-3.4%	31%	-33%
